core dimer inh – blocks dimerization of HCV core protein. inhibition, % at 5 µM. 300,000 tested, 0.33% active. TR-FRET GST/Flag-core106 dimerization, 1536-well;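 active = inhibition above the mean of all tested compounds plus 3 SD, set per screening campaign, cut at about 45% in these data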
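System: GST/Flag-tagged HCV core106 proteins. Incubation: compound-protein-antibody incubation 4 h at 22.5 °C. Technique: HTRF with 340 nm excitation, 617/671 nm emission. Medium: KF-containing HEPES buffer, pH 7.45, DTT, CHAPS, BSA. Read-out: inhibition (%) from 671 over 617 nm ratio. Also added: Eu(K)-anti-GST 90 ng/mL plus XL665-anti-Flag 1 µg/mL.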
CTSL1 counter – cathepsin L1 inhibition, PFM18AAP counter-screen. inhibition, % at 5.96 µM. 300,000 tested, 0.49% active. recombinant F. hepatica cathepsin L1, Z-Leu-Arg-MCA fluorescence;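 active = inhibition above the mean of all tested compounds plus 3 SD, set per screening campaign, cut at about 17% in these data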;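 also: 0% = plate median of test compound wells and 100% = 1 µM Z-Phe-Ala-diazomethylketone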
GASC-1 inh – inhibitors of human GASC-1 (JMJD2C) demethylase | Q9H3R0 | GST-JMJD2C(1-420) H3K9me3 demethylation, DELFIA europium | inhibition, % at 2.35 µM | 330,000 tested, 0.069% active | AID 2099;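 active = more than half of a compound's replicate wells show inhibition beyond 50%, single wells judged on their own value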;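 also: signal counts dimethyl H3K9 product captured on neutravidin plate; 0% = median of DMSO wells and 100% = 0.3 times that DMSO median; strong numbers were not always called active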
Target sequence (Q9H3R0 1-420 limits assumed): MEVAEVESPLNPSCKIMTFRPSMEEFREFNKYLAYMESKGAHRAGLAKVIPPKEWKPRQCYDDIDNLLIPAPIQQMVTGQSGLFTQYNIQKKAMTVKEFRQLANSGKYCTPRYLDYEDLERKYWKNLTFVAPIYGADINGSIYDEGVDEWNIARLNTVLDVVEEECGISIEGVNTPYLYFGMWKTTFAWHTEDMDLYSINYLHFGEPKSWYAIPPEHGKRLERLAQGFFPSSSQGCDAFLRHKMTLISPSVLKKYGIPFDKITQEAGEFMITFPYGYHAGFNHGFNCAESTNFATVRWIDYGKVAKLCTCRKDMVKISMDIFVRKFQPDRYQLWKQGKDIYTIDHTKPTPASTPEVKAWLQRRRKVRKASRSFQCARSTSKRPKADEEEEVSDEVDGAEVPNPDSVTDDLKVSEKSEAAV
GRK2 inh – blocks RNA aptamer binding to human GRK2; P25098; bead flow cytometry, FAM-aptamer displacement from GRK2; inhibition of aptamer binding, % at 10 µM; 330,000 tested, 0.59% active;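 active = inhibition of aptamer binding above 40%, roughly 3 SD of noise, on plates passing a quality check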;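 also: median bead fluorescence of bound FAM aptamer so fluorescent compounds give negative values; no value below 0 was filed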
PP5 primary – PP5 (human) phosphatase inhibition | P53041 | purified PP5c, OMFP substrate fluorescence | inhibition, % at 6.7 µM | 320,000 tested, 0.18% active;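 active = inhibition above the campaign's mean inhibition across all tested compounds plus 3 SD, cut at about 9.5% in these data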;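 also: 0% = DMSO only and 100% = 100 µM cantharidin control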
procasp3 activ – activators of human procaspase-3; P42574; recombinant procaspase-3 D3A, Ac-DEVD-pNA absorbance 405 nm; activation, % at 8.5 µM; 330,000 tested, 0.11% active; AID 463141;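 active = activation above the mean of all tested compounds plus 3 SD, cut at about 21% in these data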;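 also: 0% = DMSO alone and 100% = DMSO wells spiked with extra 5 µM PC-3 D3A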
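Technique: 405 nm absorbance of p-nitroaniline, reads at 0 and 120 min; Test system: Procaspase-3 D3A mutant; Incubation: 1 h enzyme-compound preincubation, then 2 h substrate reaction, 25 °C; Repeats: singlicate, each compound tested once; Benchmarks: low control DMSO wells, high control DMSO plus 5 µM PC-3 D3A.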
procasp7 counter – counter-screen: procaspase-7 (human) activation; P55210; recombinant procaspase-7, Ac-DEVD-pNA absorbance 405 nm; D23A/D198A/D206A triple mutant, cannot self-cleave; scale: DMSO 0, 5 µM enzyme 100; activation, % at 8.5 µM; 330,000 tested, 0.093% active;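 active = percent activation above the screen-wide mean plus 3 SD, cut at about 25% in these data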
Target sequence (P55210 whole entry D23A/D198A/D206A): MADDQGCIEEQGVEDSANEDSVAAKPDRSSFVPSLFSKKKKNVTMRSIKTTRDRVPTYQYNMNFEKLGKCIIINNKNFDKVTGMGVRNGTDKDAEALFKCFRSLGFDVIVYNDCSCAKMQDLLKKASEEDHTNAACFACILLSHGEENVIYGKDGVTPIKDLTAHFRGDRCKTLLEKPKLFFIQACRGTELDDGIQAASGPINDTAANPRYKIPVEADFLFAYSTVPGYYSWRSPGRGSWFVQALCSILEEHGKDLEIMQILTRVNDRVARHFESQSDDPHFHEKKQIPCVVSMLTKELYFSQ
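Test system: Procaspase-7 triple mutant (PC-7 D3A). Also added: Ac-DEVD-pNA substrate, 400 µM as added. Schedule: 1 h enzyme–compound preincubation and 2 h substrate reaction, both 25 °C. Signal: p-Nitroaniline absorbance at 405 nm, read at 0 and 120 min. Control set: low DMSO alone, high DMSO plus 5 µM PC-7.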
VLA-4 inh – inhibition in a human VLA-4 binding assay. P13612. VLA-4 expressing cells, ligand binding flow cytometry. inhibition, % (about 7 µM as worked out from the volumes in the protocol). 330,000 tested, 0.2% active; in the data active = inhibition above about 50%
PP1 inh – blocks human PP1-alpha phosphatase, a PP5 counter-screen. inhibition, % at 6.7 µM. purified PP1alpha, OMFP fluorescence. P62136. AID 2235. 320,000 tested, 0.9% active;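 active = inhibition above the mean inhibition of all tested compounds plus 3 SD, computed separately for each screening campaign, cut at about 15% in these data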
Numbers without * were called inactive; . = no result given.

cpd	Molecule	core dimer inh	CTSL1 counter	GASC-1 inh	GRK2 inh	PP5 primary	procasp3 activ	procasp7 counter	VLA-4 inh	PP1 inh
1	COC(=O)c1cccc(-n2c(CCC(=O)O)ccc2-c2cccs2)c1	7	15	6	5	-1.5	-22	-36	-5	9
2	O=C(CN1C(=O)c2ccccc2C1=O)NCc1ccc(N2CCOCC2)cc1	-4	-5	-2	0	2.7	-7	-1	1	-6
3	N#Cc1c(-c2ccco2)nc(SCC(=O)Nc2ccc(S(N)(=O)=O)cc2)[nH]c1=O	0	1	-3	0	-2.8	3	4	-15	0
4	O=C(Nc1c2c(nn1-c1ccc(F)cc1)CS(=O)(=O)C2)c1ccc(Br)o1	14	1	11	2	-1.5	4	0	18	-4
5	CCN(CC(=O)Nc1ccc(NC(C)=O)cc1)C(=O)/C=C/c1c(C)nn(-c2ccc(F)cc2)c1C	3	2	-22	0	1.1	-2	2	2	-4
6	CCOC(=O)c1c(-c2ccc(C)c(C)c2)csc1NC(=O)C1CC=CCC1C(=O)O (configuration not stated)	23	-2	-1	0	4.9	4	-2	20	10
7	Nc1ncnc2c1ncn2CCc1ccccc1	-1	2	-2	0	1.8	3	6	12	-4
8	N/C(=N\OC(=O)CCCOc1ccccc1)c1cccc(Br)c1	2	-39	-11	0	1.2	-1	0	1	-1
9	COc1ccccc1COC(=O)Nc1c(C)nn(C)c1Cl	-8	2	2	0	4.1	0	7	-15	-3
10	CCn1cc(/C=N\NC(=O)c2ccc3c(c2)c(C)c(C)n3Cc2ccccc2)c(C)n1	18	1	-4	0	1.1	-9	22	7	1
11	COc1cccc(/C=N/NC(=O)C(=O)Nc2ccccc2OC(F)(F)C(F)F)c1	5	3	-4	1	0.9	3	-3	4	-3
12	Cc1ccc(Cc2c(C)nc3nc(SCC(=O)NCCCN4CCOCC4)nn3c2C)cc1	1	-4	6	0	-1.6	1	-6	8	-7
13	CCOc1ccc(CCNC(=O)CCc2nnc3ccc(N4CCOCC4)nn23)cc1OCC	0	-2	3	2	1.6	8	1	48	-6
14	CC(=O)c1c(C)[nH]c(C(=O)CSc2nnc(-c3ccc(Cl)cc3)n2CC2CCCO2)c1C (configuration not stated)	4	2	8	3	1.7	-3	8	25	1
15	Cc1cc(N2CCCc3ccccc32)n2ncnc2n1	-6	0	-11	0	2.4	-3	3	11	2
16	COc1ccc(CNC(=O)CCNS(=O)(=O)c2ccc(Cl)cc2)cc1	-5	2	10	3	1.9	0	0	-15	2
17	Cn1nnnc1SCC(=O)Nc1ccc2c(c1)OCO2	-5	3	0	9	0.8	2	1	-10	-3
18	Cc1ccccc1CSCCNC(=O)c1ccccc1	-4	0	-4	5	0.7	4	8	18	-2
19	O=C(Cc1ccc(S(=O)(=O)N2CCOCC2)s1)Nc1ccc(N2CCOCC2)cc1	9	-3	-6	5	0.6	2	8	12	2
20	Cn1c(Cc2cccs2)nnc1SCc1nc2ccccc2[nH]1	-7	-1	-19	2	-1.3	-4	6	-2	-14
21	Cc1ccc(NC(=O)c2ccc(CSc3ncnc4nc[nH]c34)cc2)c(C)c1	4	0	-2	7	-1.1	-4	14	13	3
22	CCCC[n+]1c(-c2ccc(Cl)cc2Cl)csc1Nc1ccccc1	4	0	0	0	0.7	1	6	9	-1
23	CCOC(=O)C(CCCOc1ccc(C(C)CC)cc1)C(=O)OCC (configuration not stated)	-4	1	-16	0	1.8	-4	11	0	-5
24	CCCc1cc(CNC(=O)C2CCC(=O)N(Cc3ccccc3F)C2)on1 (configuration not stated)	-4	-2	8	0	-0.5	-2	2	6	-5
25	O=C(Nc1ccc(C2CC2(Cl)Cl)cc1)c1ccccc1Br (configuration not stated)	-1	0	2	2	2.4	6	0	-1	0
26	O=C(O)CCCCN1C(=O)/C(=C\c2ccc(OCc3ccccc3)c(OCc3ccccc3)c2)SC1=S	3	-2	-5	100*	2.3	-9	11	1	-2
27	O=C(NCc1cccs1)c1cc(-c2cccs2)on1	-3	1	5	2	2.5	4	5	7	10
28	CC1(C(=O)O)CCC(C(=O)N2CCOCC2)C1(C)C (configuration not stated)	-2	-4	-1	0	1.0	1	6	13	-2
29	CSc1nc2c(c(=O)n1-c1ccc(F)cc1)SCC2	0	5	3	0	2.7	4	13	12	0
30	COc1ccccc1C(=O)N/C(=C/c1ccc2c(c1)OCO2)C(=O)Nc1ccc(C(=O)O)cc1	11	3	-17	0	1.3	6	7	7	0
31	N/C(=N\OC(=O)CCC1CCCC1)c1ccc(Br)cc1	-1	-5	-4	0	0.4	2	6	4	-5
32	Cc1ccc(NC(=O)CCNS(=O)(=O)c2cc(Br)cnc2N)c(Cl)c1	-4	-4	-37	0	0.9	-4	4	-3	-2
33	Cn1c(=O)cc(SCC(=O)NCc2ccc(F)cc2)c2ccccc21	13	0	-15	0	1.2	4	8	5	2
34	Cc1noc(C)c1COC(=O)CCN1c2ccccc2Sc2ccccc21	13	1	9	1	4.6	1	7	5	2
35	CCCOc1ccc(C2C(=O)N(C3CCCCCC3)CC(=O)N2Cc2ccco2)cc1OC (configuration not stated)	3	5	-2	0	-2.7	7	3	0	-2
36	COc1ccc(N2C(=NC(=O)C3CCCCC3)SC3CS(=O)(=O)CC32)c(OC)c1 (configuration not stated)	-10	1	-3	4	2.3	5	-17	-3	2
37	O=C(/C=C/c1ccco1)NCC1COc2ccccc2O1 (configuration not stated)	7	5	-25	3	0.0	7	-7	-8	-3
38	O=C(Nc1nccs1)c1cc(-c2ccco2)nc2ccccc12	84*	0	4	1	1.4	-6	5	-7	9
39	O=C(NC1CCCC1)c1ccc(CS(=O)(=O)c2cccc(C(F)(F)F)c2)o1	5	0	0	0	2.6	16	0	9	-2
40	Cc1cccc(NS(=O)(=O)c2ccc(-n3cccn3)cc2)c1C	1	-2	-3	10	2.3	6	12	3	-5
41	O=C(COc1ccc(Br)cc1Cl)NC1CCN(Cc2ccccc2)CC1	-3	0	1	0	5.3	-6	-5	-1	-3
42	CCOC(=O)c1ccc(Nc2cnc3ccccc3n2)cc1	-9	-3	-18	4	-0.9	-1	-10	-7	3
43	COc1ccc([N+](=O)[O-])cc1N(CC(O)CN(C)C)S(=O)(=O)c1ccccc1 (configuration not stated)	-4	-3	-25	0	-0.8	8	7	-8	-10
44	CCOC(=O)/C=C1\SCC(=O)N1CC(=O)NC(C)c1ccc(F)cc1 (configuration not stated)	16	-1	17	1	-1.6	4	-9	1	-4
45	CCOC(=O)c1c(/N=C/C2=C(O)CCCC2=O)sc(C)c1C	-7	1	2	1	3.0	-11	-5	8	-6
46	COc1cc(CCCN2CCNC[C@@H]2C(C)O)cc(OC)c1OC (some centres not stated)	-19	4	4	2	-0.4	11	-3	34	0
47	O=C(CNC(c1ccccc1)c1ccccc1)Nc1ccccc1F	6	0	10	5	3.9	3	-3	18	0
48	CSc1ccccc1NC(=O)CN(C)C(=O)c1c(C)nn(Cc2ccccc2)c1C	.	.	5	1	-1.5	1	-5	11	-5
49	COc1cc(=O)n(C)c2cc(N(C)C)ccc12	-5	4	28	1	-2.6	-1	8	2	1
50	COc1ccccc1N1CCc2c(C)nc3c(OC)cccc3c21	3	1	5	0	1.6	-4	7	15	3
51	COc1cccc(C(=O)NN2C(=O)C3C4C=CC(O4)C3C2=O)c1 (configuration not stated)	-5	-6	-6	1	-0.7	-20	-22	-6	2
52	O=c1[nH]c(/C=C/c2ccccc2Cl)nc2ccccc12	18	-2	10	1	0.1	2	2	-2	18*
53	Cc1ccc2c(c1)c(-c1ccccc1)nc1nnnn12	0	-3	-1	0	-1.6	10	12	-2	2
54	COc1ccc(-c2sc3ccccc3c2/C=C/c2ccc(OC)c(OC)c2)cc1	.	.	.	1	.	1	-3	1	.
55	CC(C)(C)c1cnnn1-c1ccc(C=O)cc1	-5	-2	-15	0	3.8	-8	8	6	-4
56	Cc1[nH]c2ccc(F)cc2c1CCN(Cc1ccco1)C(=S)NC(C)(C)C	2	-1	-12	1	0.7	2	0	5	-5
57	O=c1[nH]c(Cc2ccc(Cl)cc2)nc2ccccc12	4	-2	1	4	4.0	4	1	7	-5
58	Cc1cccc(NC(=O)CN2CCN(C(=O)C(C)Oc3ccc(C#N)cc3)CC2)c1C (configuration not stated)	.	.	-1	0	2.7	1	-10	9	0
59	CCOC(=O)N1CCC(NC(=O)CCc2nc(-c3ccccc3F)no2)CC1	5	-3	-3	2	1.8	-2	-14	2	-4
60	COc1ccc(NC(=O)CSc2nccn2Cc2ccccc2)c(OC)c1	-4	-10	14	0	0.9	-1	1	13	1
61	COc1ccc(C)cc1NC(=O)CCCN1C(=O)CCC1=O	1	-1	-2	3	1.0	-3	5	2	-3
62	COC1=CC(=O)C(O)=C(CCCCCCC/C=C/CCCCCCCC2=C(O)C(=O)C=C(OC)C2=O)C1=O	-1	0	-5	2	2.8	4	-4	0	10

Screening results (PubChem BioAssay)

Random draw from the library (roughly 2.6% active in at least one column).
